From PubChem
PDI inh = inhibitors of human protein disulfide isomerase | AID 588391 | inhibition, % at 10 µM | P07237 | hit rate 0.052% among 350,000 | PDI insulin aggregation turbidity, A650, 90 min;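 active = mean inhibition across replicates of 30% or more, whatever share of single replicates reach that level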;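 note: absorbance from insulin aggregation driven by PDI reduction with DTT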
Target sequence (P07237 whole entry, looked up): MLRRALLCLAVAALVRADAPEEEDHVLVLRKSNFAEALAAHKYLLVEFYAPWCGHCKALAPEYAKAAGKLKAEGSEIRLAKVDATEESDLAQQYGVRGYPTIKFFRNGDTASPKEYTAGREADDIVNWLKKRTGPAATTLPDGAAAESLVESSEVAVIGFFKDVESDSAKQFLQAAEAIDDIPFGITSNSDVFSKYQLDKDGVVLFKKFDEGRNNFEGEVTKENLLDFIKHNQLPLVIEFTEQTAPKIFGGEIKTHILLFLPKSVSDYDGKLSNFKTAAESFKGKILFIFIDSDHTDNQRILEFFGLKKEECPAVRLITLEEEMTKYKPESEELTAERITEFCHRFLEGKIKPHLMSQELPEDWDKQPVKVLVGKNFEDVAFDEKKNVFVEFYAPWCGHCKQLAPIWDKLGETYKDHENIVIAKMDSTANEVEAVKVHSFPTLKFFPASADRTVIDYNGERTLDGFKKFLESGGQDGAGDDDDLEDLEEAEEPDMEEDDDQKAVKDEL
HTR2A ag = activates the mouse 5-HT2A serotonin receptor. P35363. CHO-K1 mHTR2A beta-arrestin complementation, luminescence; percent of 30 µM serotonin response. activation, % at 7.6 µM. hit rate 0.66% among 360,000. AID 624169;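 active = activation above a run cutoff, the mean activation of all tested compounds plus 3 SD, cut at about 14% in these data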;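 note: 0% = plate median of compound wells and 100% = 30 µM serotonin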
H9c2 protect = protects H9c2 cardiomyocytes from peroxide injury | hit rate 0.63% among 360,000 | AID 588492 | H2O2 injury protection, ATPLite, 2 h | protection from H2O2 cell death, % at 20 µM;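 active = compounds giving at least 50% protection of heart cells from peroxide-induced death in the single-dose screen, raw or plate-pattern-corrected value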;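 note: 0% = DMSO wells with peroxide and 100% = DMSO wells without peroxide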
Exocytosis inh = blocks lytic granule exocytosis. TALL-104 LAMP-1 surface exposure, flow cytometry; cells stimulated with thapsigargin and PMA. inhibition, % at 10 µM. hit rate 0.66% among 360,000;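 active = inhibition above about 55%, limit read from the data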
N-glyco inh = N-linked glycosylation inhibition | D54 ERlucT glycosylation luciferase reporter, 24 h; percent of 100 nM tunicamycin response | hit rate 0.23% among 360,000 | reporter increase, % at 12.5 µM;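 active = mean luciferase reporter signal, scaled so untreated is 0 and the glycosylation-blocking control 100, at or above a set limit in every replicate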;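 note: luciferase carries N-glycosylation sites so blocking glycosylation raises the light; 0% = median of neutral control wells and 100% = median of 100 nM tunicamycin wells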
MC4R ag barr = agonists of human melanocortin 4 receptor (MC4R) beta-arrestin | P32245 | U2OS MC4R beta-arrestin complementation, luminescence; percent of melanotan II response, DMSO zero | activation, % at 8.9 µM | hit rate 0.98% among 360,000;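 active = activation above a per-plate cutoff, the mean activation of sample wells on that plate plus 3 SD, cut at about 8% in these data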
Target sequence (P32245 whole entry, looked up): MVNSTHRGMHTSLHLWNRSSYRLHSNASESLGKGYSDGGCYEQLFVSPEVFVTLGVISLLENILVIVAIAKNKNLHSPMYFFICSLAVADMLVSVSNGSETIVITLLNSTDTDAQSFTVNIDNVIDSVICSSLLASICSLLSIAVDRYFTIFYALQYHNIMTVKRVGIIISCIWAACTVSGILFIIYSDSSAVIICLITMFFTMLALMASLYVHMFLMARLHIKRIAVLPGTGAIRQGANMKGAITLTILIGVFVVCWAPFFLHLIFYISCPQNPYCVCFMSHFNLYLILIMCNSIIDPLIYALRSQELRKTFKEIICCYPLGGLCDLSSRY
ABHD5-PLIN5 inh = ABHD5-PLIN5 protein interaction inhibition; Q00G26+Q8WTS1; Split G. princeps luciferase complementation, luminescence, 4 h; inhibition, % at 4 µM; hit rate 0.78% among 360,000;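 active = inhibition above the mean inhibition across every tested compound plus 3 SD, cut at about 22% in these data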;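 note: 0% = DMSO only wells and the 100% control is not disclosed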
MC4R antagonist = blocks human MC4R cAMP signaling; P32245; MC4R-expressing cells, MTII-stimulated cAMP, LANCE TR-FRET; inhibition, % at 6.5 µM; hit rate 0.48% among 360,000; AID 540295;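 active = inhibition above its plate's cutoff, the mean of tested wells on that plate plus 3 SD, cut at about 29% in these data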;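 note: 0% = Melanotan II alone and 100% = Melanotan II plus saturating MCL0020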
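Assay system: U2OS-MC4R stable cell line; Also added: Melanotan II; Technique: Eu-cAMP/anti-cAMP TR-FRET, emission 671 nm; Times: 30-min compound, 1-h challenge, 1-h detection, room temperature.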
ABCB6 inh 2 = human ABCB6 transporter inhibition; K562-ABCB6 porphyrin accumulation, flow cytometry, 1 h; active compounds read low; fluorescence ratio to DMSO, % at 10 µM; hit rate 0.19% among 360,000;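 active = fluorescence ratio to DMSO below 75%, the collection mean minus 3 SD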;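 note: signal is porphyrin accumulated inside mitochondria; 100% equals median channel fluorescence of DMSO control wells; lower ratio means ABCB6 inhibition with less porphyrin fluorescence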
CaV13 FRET inh = Disruptors of the CACNA1D IQ motif to Ca2+-dependent inactivation inhibitor domain association, primary screening, Förster resonance energy transfer in intact living … | HEK cells, CFP/YFP FRET ICDI-IQ, plate reader, 10 min; percent FRET-ratio fall versus neutral wells | inhibition, % at 12.3 µM | hit rate 0.098% among 340,000;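 active = mean replicate inhibition of at least 30% and at least 1% of replicates passing that level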;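 note: 0% = median of the neutral control wells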
Active calls of the source: *; . = not tested or not shown.

SMILES | PDI inh | HTR2A ag | H9c2 protect | Exocytosis inh | N-glyco inh | MC4R ag barr | ABHD5-PLIN5 inh | MC4R antagonist | ABCB6 inh 2 | CaV13 FRET inh
CC1CC(=O)C(C(C2=C(O)CC(C)CC2=O)c2ccccc2)=C(O)C1 (stereo unspecified) | -0.7 | -1.0 | -0.8 | 0.1 | -0.3 | 0.2 | 23.1* | 1.1 | 86.0 | -2.8
CCN1CCN(CC(=O)Nc2ccc(Cl)c(Cl)c2)C(=O)C1=O | 21.7 | -0.7 | -5.2 | -4.2 | 0.0 | -0.3 | 5.7 | 6.5 | 101.0 | -6.7
COc1cccc(C(=O)N2CCN(Cc3ccc4c(c3)OCO4)CC2)c1OC | -1.3 | -3.2 | -0.4 | 1.1 | -0.2 | 3.5 | 2.0 | 6.6 | 101.0 | -4.1
CC(=O)N=C1SC2CS(=O)(=O)CC2N1c1cccc(Cl)c1Cl (stereo unspecified) | 3.3 | -2.5 | -1.6 | 1.0 | 1.1 | -1.5 | 0.9 | 15.4 | 96.0 | -0.4
CC(c1ccccc1)n1ccnc1CO (stereo unspecified) | 2.9 | -1.0 | -4.5 | 2.9 | -0.1 | -0.9 | 1.4 | -2.6 | 97.0 | -15.8
O=C(COC(=O)CC1CC2CCC1C2)NCc1ccc(Cl)cc1 (stereo unspecified) | 4.8 | -1.3 | 1.7 | 63.2* | 1.2 | -0.1 | -2.9 | -1.0 | 101.0 | -5.0
CN1C(=O)S/C(=C/c2cccn2-c2cccc(C(=O)O)c2)C1=O | -14.7 | 3.5 | 2.4 | -5.0 | -1.3 | -1.1 | 6.2 | -2.3 | 102.0 | -2.0
C[C@H](CO)NC(=O)c1[nH]cnc1C(=O)Nc1cccc(Cl)c1 | -4.7 | -3.2 | 14.1 | -2.2 | 2.6 | -0.7 | 2.1 | -0.1 | 105.0 | -5.9

SMILES | PDI inh | HTR2A ag | H9c2 protect | Exocytosis inh | N-glyco inh | MC4R ag barr | ABHD5-PLIN5 inh | MC4R antagonist | ABCB6 inh 2 | CaV13 FRET inh
COc1ccc(S(=O)(=O)NCc2ccccn2)c(Cl)c1Cl | 2.8 | 5.2 | -0.1 | 0.0 | -0.8 | -1.4 | 4.3 | 3.5 | 98.0 | 0.1
Clc1ccc2c(-c3ccccc3)nc(-c3cccs3)nc2c1 | . | -1.8 | . | -4.0 | . | . | 7.0 | . | 123.0 | -7.3
Cc1ccc(OCC(=O)N2CCN(C(=O)c3ccncc3)CC2)cc1 | 10.1 | -3.2 | -0.7 | -8.8 | 0.6 | -3.5 | 0.8 | -2.0 | 98.0 | -1.8
CC1(C)CC(=O)C=C(c2ccc3ncccc3c2)C1 | 4.4 | -1.1 | 3.9 | -2.9 | -4.6 | -0.5 | 1.4 | 3.0 | 99.0 | -6.8
N=c1c(C(=O)NCCc2ccccc2)cc2c(=O)n3ccccc3nc2n1CCCN1CCOCC1 | 1.7 | -9.3 | 31.2 | 30.0 | 4.2 | -1.2 | 14.0 | 13.2 | 101.0 | 11.8
COc1ccccc1NS(=O)(=O)c1ccc(N/N=C(\C)C(C)C)c([N+](=O)[O-])c1 | -6.0 | . | -19.8 | 0.4 | -3.0 | . | . | . | 94.0 | -4.6
CCNc1ccc(S(=O)(=O)N(C)C)cc1NCC(=O)Nc1ccc(Br)cc1F | 8.1 | 0.3 | -17.4 | 1.2 | -1.6 | -1.4 | -10.9 | -3.8 | 101.0 | -2.5
O=C(COC(=O)c1cnccn1)Nc1ccc2c(c1)OCO2 | 0.3 | 3.2 | 5.3 | 1.5 | 2.6 | -0.6 | 2.4 | 3.1 | 103.0 | .

SMILES | PDI inh | HTR2A ag | H9c2 protect | Exocytosis inh | N-glyco inh | MC4R ag barr | ABHD5-PLIN5 inh | MC4R antagonist | ABCB6 inh 2 | CaV13 FRET inh
COc1ccccc1N1CCN(c2nnc(-c3ccc(F)cc3)c3ccccc23)CC1 | 5.1 | -1.6 | -2.2 | -0.2 | -1.2 | -2.0 | 1.3 | -6.3 | 99.0 | -4.8
O=C1CC(Nc2ccc(N3CCOCC3)cc2)C(=O)N1C1CCCCC1 (stereo unspecified) | 6.7 | -1.6 | 8.8 | -11.8 | 1.7 | -1.5 | -12.2 | -0.2 | 111.0 | -0.7
Cc1ccc(-n2c(C)cc(C(=O)CSc3n[nH]c(N)n3)c2C)cc1 | -0.8 | -4.4 | -11.9 | 10.2 | -4.9 | -1.1 | -0.1 | 4.5 | 95.0 | -7.6
c1ccc(NC2=NCCN2CC2CCC2)cc1 | 5.1 | 1.6 | 7.8 | -3.6 | 0.4 | 0.4 | 5.1 | 6.7 | 98.0 | -8.6
Cc1ccc(S(=O)(=O)NC(C)C(=O)NC(C)c2cccs2)cc1 (stereo unspecified) | -6.5 | -5.2 | 4.3 | -4.1 | -1.6 | -2.4 | 3.3 | 20.1 | 96.0 | -2.9
COc1cc(NC(=O)COc2ccc(Br)cc2)ccc1NC(=O)C(C)C | 8.9 | 1.4 | 5.8 | -0.4 | 1.5 | -1.3 | 0.2 | 4.7 | 101.0 | -6.6
CCC(C)NC(=O)CCSc1ccc(C)cc1 (stereo unspecified) | -2.6 | -0.6 | -0.3 | 2.5 | 2.4 | -2.2 | -2.4 | -5.5 | 95.0 | -5.1
Cn1c(N)c(C(=O)COC(=O)CNC(=O)c2ccccc2Cl)c(=O)n(C)c1=O | 5.7 | 9.4 | 2.0 | -1.5 | 2.4 | -2.4 | 3.8 | 9.1 | 105.0 | -6.2

SMILES | PDI inh | HTR2A ag | H9c2 protect | Exocytosis inh | N-glyco inh | MC4R ag barr | ABHD5-PLIN5 inh | MC4R antagonist | ABCB6 inh 2 | CaV13 FRET inh
O=S(=O)(NCC1CCCO1)c1ccc(S(=O)(=O)N(Cc2ccccc2F)C2CCCCC2)cc1 (stereo unspecified) | 5.2 | -0.1 | 3.7 | 0.7 | -5.4 | 5.0 | -5.2 | 11.2 | 98.0 | -4.5
CCOC(=O)[C@H]1[C@H]2COc3ccccc3[C@@H]2N2C(=O)c3c(C)cc(C)cc3NC(=O)[C@@]12C | 1.6 | -0.8 | -9.1 | -4.5 | -0.2 | -0.6 | -12.2 | 5.0 | 100.0 | -10.8
O=[N+]([O-])c1cc(C(F)(F)F)cc([N+](=O)[O-])c1N1CCCNCC1 | 5.8 | -1.1 | -8.7 | -1.9 | 0.0 | -3.6 | 2.4 | 2.8 | 95.0 | 0.4
CC1(c2nnnn2Cc2ccccc2)CCC(=O)N1Cc1ccc(F)cc1 (stereo unspecified) | . | 1.6 | . | -5.9 | . | . | 8.7 | . | 100.0 | -9.4
COc1ccc(-c2csc(Nc3cccnc3)n2)cc1 | -1.6 | -1.7 | -13.8 | -2.3 | 6.5 | -1.0 | 0.7 | 2.1 | 109.0 | .
O=S(=O)(Nc1cccnc1)c1ccccc1 | -17.8 | 1.7 | 14.0 | -0.9 | 1.2 | -1.3 | 0.4 | 6.0 | 97.0 | -3.0
Cc1csc(NC(=O)CSc2nc(C(C)C)nc3c2c(=O)n(C)c(=O)n3C)n1 | . | 1.4 | -6.8 | -9.7 | -4.7 | 2.3 | -6.1 | -3.0 | 95.0 | -3.2
Cc1ccc(-c2csc(C(O)c3cccc(Cl)c3)n2)cc1C (stereo unspecified) | 7.7 | -1.7 | -14.5 | -6.8 | -2.1 | -0.9 | -16.7 | -2.4 | 101.0 | -6.1

SMILES | PDI inh | HTR2A ag | H9c2 protect | Exocytosis inh | N-glyco inh | MC4R ag barr | ABHD5-PLIN5 inh | MC4R antagonist | ABCB6 inh 2 | CaV13 FRET inh
COc1cccc(CN2CC(C(=O)NCc3ccc(C)c(F)c3)CCC2=O)c1 (stereo unspecified) | 3.5 | 1.8 | 3.4 | 1.8 | 1.0 | -0.7 | 2.5 | 1.4 | 102.0 | -6.4
COCCNC(=O)c1cn(C)c2ccc(S(=O)(=O)N3CCCC3)cc2c1=O | 6.8 | -3.2 | 4.3 | 4.2 | 0.1 | -0.4 | -1.2 | 7.5 | 110.0 | -14.3
O=[N+]([O-])c1cccc(N=Cc2ccccc2)c1 | 0.1 | -0.3 | -1.7 | 5.5 | 0.7 | -0.3 | -4.1 | 5.0 | 92.0 | -4.8
C(=N\N1CCN(c2ccccn2)CC1)/C1=C(N2CCOCC2)C(=C/c2ccccc2)/CC1 | 7.7 | -0.5 | 2.5 | -6.8 | -5.5 | 1.1 | -5.5 | 6.1 | 100.0 | -4.4
CC12CCC(=O)N1C(C(=O)Nc1ccc(SC(F)F)cc1)CS2 (stereo unspecified) | -1.1 | -3.6 | 4.7 | 3.4 | 0.6 | -2.5 | -4.3 | 3.5 | 103.0 | -2.4
C=CCn1c(-c2ccccc2)nc(=S)c2c1CCCC2 | 4.0 | -2.2 | -8.4 | 4.2 | 1.9 | -2.9 | 10.2 | 19.2 | 99.0 | -18.5
COc1ccccc1N1CCN(C(=O)CCNS(=O)(=O)c2ccc(Br)s2)CC1 | -1.2 | -9.6 | -2.0 | -1.6 | -1.0 | 0.1 | 2.5 | 4.8 | 94.0 | .
CCN1CCN(S(=O)(=O)c2ccc(Oc3ccccc3OC)cc2)CC1 | 1.7 | 2.3 | -13.3 | -0.1 | -1.4 | -1.3 | 2.6 | 8.3 | 100.0 | -1.9

SMILES | PDI inh | HTR2A ag | H9c2 protect | Exocytosis inh | N-glyco inh | MC4R ag barr | ABHD5-PLIN5 inh | MC4R antagonist | ABCB6 inh 2 | CaV13 FRET inh
COc1cccc(-c2cccc3c2NC(=O)C3(C)Cc2cccc(F)c2)c1 (stereo unspecified) | -3.0 | -5.6 | -2.9 | -0.2 | 1.4 | 3.0 | -7.2 | 7.9 | 96.0 | -3.7
O=C(NCCO)C(c1ccccc1)c1ccccc1 | 7.0 | 5.5 | 5.4 | -1.2 | 0.2 | -2.4 | 1.0 | -0.7 | 98.0 | -7.1
CCNc1nc(NCC)n2c(SCC(=O)Nc3ccc(C)cc3Br)nnc2n1 | 0.2 | -2.1 | -7.9 | 14.5 | -0.5 | -1.9 | 6.8 | 3.1 | 99.0 | -2.1
CCOCCCNC(=O)C(C)NS(=O)(=O)c1ccc(C)cc1 (stereo unspecified) | 2.5 | -0.3 | 12.5 | -1.1 | . | -1.0 | 2.5 | 10.4 | 89.0 | -5.3
c1ccc(COc2cncc(-c3cccnc3)c2)cc1 | 8.5 | 4.6 | 6.9 | -1.9 | -2.7 | -0.4 | 6.8 | -0.2 | 95.0 | -8.9
CCOc1ccc(NC(=O)Nc2nc(SCC)ns2)cc1 | 1.4 | 6.8 | -21.0 | 24.6 | -2.2 | 6.4 | -14.9 | 14.7 | 98.0 | -5.0
CCOC(=O)c1c(N)sc(C(O)(C(F)(F)F)C(F)(F)F)c1-c1ccc(Cl)cc1 | 0.7 | 4.7 | -21.7 | 1.4 | -1.7 | -2.2 | -35.5 | 1.2 | 100.0 | -4.9
CCN(CC)CCCN=Cc1c(O)n(Cc2ccccc2)c(=O)c2ccccc12 | -0.3 | -4.1 | 7.9 | 10.1 | -0.3 | -0.2 | 1.7 | 7.7 | 99.0 | 0.4
COc1ccc(OC)c(-c2csc(NC(=O)CSc3ccc(Br)cc3)n2)c1 | -5.3 | -0.1 | -3.9 | 1.6 | 0.8 | -1.2 | 0.1 | -8.3 | 102.0 | -5.5
O=C(COc1ccc(Cl)cc1Cl)NCCN1CCCCC1 | 0.7 | -4.1 | 4.4 | -1.5 | -0.4 | 0.4 | -0.7 | 4.1 | 110.0 | -19.2
